TDP1 cell noCPT – qHTS for Inhibitors of human tyrosyl-DNA phosphodiesterase 1 (TDP1): qHTS in cells in absence of CPT. DT40 Tdp1-/- hTDP1 cells, no CPT, ATP luminescence, 48 h. 420,000 tested, 15% active. Potency, µM (doses to about 46.2 µM), without a hit: top-dose activity change, negative = growth inhibition, hits mostly inhibitors. AID 686978, 2013; further: nearly all actives have a fitted effect of over 55% in size
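Camptothecin absent (DMSO only). Human TDP1-complemented DT40 knockout cells, 400 cells/well, 37 °C for minimum 48 hr; ATP measured via CellTiter-Glo, 30 min dark incubation, luminescence.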
TDP1 cell CPT – qHTS for Inhibitors of human tyrosyl-DNA phosphodiesterase 1 (TDP1): qHTS in cells in presence of CPT | chicken DT40 Tdp1-/-;hTDP1 cells + 20 nM CPT, ATP luminescence, 48 h | Potency, µM (highest dose often 46.2 µM), for the others: at the highest dose activity change, negative = growth inhibition, most hits filed as inhibitors | 420,000 tested, 12% active | AID 686979, 2013; further: nearly all actives have a fitted effect of over 55% in size
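Chicken DT40 Tdp1-/- cells complemented with human TDP1, 400 cells/well, exposed to compounds plus 20 nM camptothecin for at least 48 h at 37 C; viability read as ATP content by CellTiter-Glo luminescence.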
KAT2A inh – qHTS Assay for Inhibitors of GCN5L2; Histone acetyltransferase KAT2A (Homo sapiens), Q92830; GCN5L2 HAT assay, ThioGlo1 CoA-SH fluorescence; Potency, µM (series often up to 58.9 µM), inactives show at the highest dose activity change, negative = inhibition, actives largely listed as inhibitors; 390,000 tested, 0.21% active; AID 504327, 2011
Target sequence (Q92830 whole entry, looked up): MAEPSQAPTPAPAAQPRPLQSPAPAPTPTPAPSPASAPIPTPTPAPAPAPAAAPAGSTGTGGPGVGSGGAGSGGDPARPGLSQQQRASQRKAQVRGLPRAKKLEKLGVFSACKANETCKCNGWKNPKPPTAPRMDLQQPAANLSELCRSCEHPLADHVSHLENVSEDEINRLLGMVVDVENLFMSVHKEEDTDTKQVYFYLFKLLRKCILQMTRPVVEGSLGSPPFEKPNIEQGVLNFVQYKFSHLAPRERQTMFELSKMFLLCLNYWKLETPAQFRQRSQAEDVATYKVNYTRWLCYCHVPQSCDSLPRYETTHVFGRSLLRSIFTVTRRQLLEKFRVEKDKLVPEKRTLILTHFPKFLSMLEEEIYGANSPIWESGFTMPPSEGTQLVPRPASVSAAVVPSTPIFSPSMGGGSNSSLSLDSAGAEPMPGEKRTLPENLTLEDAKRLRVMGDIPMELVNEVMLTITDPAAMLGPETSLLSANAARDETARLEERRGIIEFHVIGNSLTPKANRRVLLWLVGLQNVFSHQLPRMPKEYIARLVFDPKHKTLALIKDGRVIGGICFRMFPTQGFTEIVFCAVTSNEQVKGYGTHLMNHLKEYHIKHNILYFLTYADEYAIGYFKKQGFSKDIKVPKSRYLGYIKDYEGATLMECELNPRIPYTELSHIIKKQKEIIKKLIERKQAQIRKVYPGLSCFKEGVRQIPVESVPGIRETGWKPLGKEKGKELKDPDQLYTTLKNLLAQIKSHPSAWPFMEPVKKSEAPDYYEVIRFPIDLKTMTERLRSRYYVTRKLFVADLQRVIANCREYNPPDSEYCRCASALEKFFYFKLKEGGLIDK
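qHTS, 1536-well. 20nM enzyme, pH 7.5 HEPES/EDTA/Tween-20 buffer; 15 min compound preinc., RT. Start: 75uM H3(1-25), 70uM AcCoA, 50uM ThioGlo1. Read Ex340/Em540 at t=0 (autofluorescence flag) and t=20 min.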
Numbers without * were called inactive; u = inconclusive; x = not tested or not shown; & = joins results of further samples; [ ] = dose if it differs, or a comment. The call rests on the fitted dose curve; in most records, active means well fitted curve in the direction sought with a large enough effect; inconclusive means small, poorly fitted or top-dose-only effect, or another doubt; inactive means no such curve, though single readings can be large; an effect the other way counts as inactive or inconclusive. On the % scale 0 is the no-effect control and ±100 the full control effect; potency means the concentration at half of the fitted maximal effect.

The line under a structure holds: KAT2A inh, TDP1 cell CPT, TDP1 cell noCPT
Nc1cc(N)nc(SCC(=O)NCc2ccc3c(c2)OCO3)n1
    -3%, -2%, 2%
COc1ccc(C2C3=C(CC(C)(C)CC3=O)N(C)C3=C2C(=O)CC(C)(C)C3)cc1OC
    -11%, -8%, -13%
CCC(C)c1ccccc1NC(=S)NC(=O)c1ccco1 (centres undefined)
    -1%, 23µM*, 13µM*
COc1ccccc1C(=O)NCCC(=O)Nc1cccc(C)n1
    -32%, 10%, 11%
C=CCn1c(COc2ccccc2F)nnc1SCC(=O)c1c[nH]c2ccccc12
    -6%, 26µM*, 23µM*
Cn1c(Cn2nnc3ccccc32)nnc1SCC(=O)N1c2ccccc2CCc2ccccc21
    -11%, 23µM*, u
CCOc1ccc(NC(=O)c2cn(CC(C)C)c(=O)c3c2c2ccccc2n3C)cc1
    37%[activator], u, 8.2µM*
Cc1cccc(-c2nc3cc([N+](=O)[O-])ccc3o2)c1
    14%, 5%, 0%
Cn1c(NC(=O)c2ccc(C(C)(C)C)cc2)cc(=O)n(C)c1=O
    -10%, -9%, u
O=C(Nc1ccc(Cl)c(Cl)c1)c1ccc(Cn2c(=O)[nH]c3ccsc3c2=O)cc1
    1%, u, u
COC(=O)[C@H](CCSC)NC(=O)Nc1ccc(C(C)C)cc1
    1%, -15%, -5%
Nc1ccccc1SC1CC(=O)N(c2ccccc2Cl)C1=O (centres undefined)
    -4%, -4%, -26%
CNC(=O)c1cc(S(=O)(=O)NCc2ccncc2)ccc1OC
    2%, -26%, -27%
Cc1ccccc1-c1cncnc1NC1CCNCC1
    0%, -3%, -5%
CC(C)CCNC(=O)c1nnc(Cc2ccc(Cl)cc2)o1
    1%, -4%, -15%
Cc1ccc(N(C)/N=C/c2ccc(Cl)cc2Cl)nn1
    -10%, -28%, u
COc1ccc2c(=O)c3c(=O)n(CCc4ccccc4)c(C)nc3oc2c1
    x, 12%, -20%
Cc1cc(OCC(=O)Nc2ccccc2F)nc(C(C)C)n1
    -2%, -3%, 1%
CCCOc1nc2ccccc2cc1/C=C/C(=O)O
    -3%, -23%, -29%
O=C(CN1C(=O)c2ccc([N+](=O)[O-])cc2C1=O)Nc1nnc(C2CC2)s1
    2%, 17%, -1%
CCOC(=O)C(=NCCOC)NNc1cc(Cl)ccc1Cl
    -12%, -19%, u
c1ccc2c(c1)OCC(CNc1ncnc3nc[nH]c13)O2 (centres undefined)
    0%, u, 13µM*
CCN(CC)S(=O)(=O)c1ccc(C(=O)NCC(=O)N/N=C/c2ccccc2OC)cc1
    -2%, -14%, -4%
CC(=Nc1ccc(O)cc1)c1sc2ccccc2c1O
    -4%, 15µM*, 13µM*
CC(=O)c1c(C)[nH]c(C(=O)OCC(=O)Nc2cc(S(=O)(=O)N3CCCC3)ccc2Cl)c1C
    -4%, u, 23µM*
O=C(O)C1CC(c2ccccc2F)=NO1 (centres undefined)
    -2%, 1%, 1%
CCNc1ncc2ncc(=O)n(Cc3ccc(F)cc3)c2n1
    -25%, 18µM*, u
COc1ccccc1-c1nnc2n1N=C(C(C)(C)C)CS2
    -4%, -27%, -18%
Cc1cccc(NC(=O)CSc2ncc(-c3ccccc3)[nH]2)c1C
    1%, 26µM*, u
Cc1ccc(-c2nnc3ccccc3c2C(=O)Nc2ccc(F)cc2)cc1
    17%, u, -23%
COc1ccc(S(=O)(=O)N(C)c2nc3ccccc3n3c(CC(C)C)nnc23)cc1
    -1%, 26µM*, 21µM*
c1ccc2c(c1)CC(CN1CCNCC1)O2 (centres undefined)
    -6%, u, -21%
Cc1ccc(NC(=O)CSc2nnc(/N=C/N(C)C)s2)cc1
    -1%, -14%, -7%
COc1ccc(CNC(=O)C2(c3ccc(Cl)cc3)CC2)cc1
    -2%, -26%, -28%
COc1cc(OC)c2c(-c3cccc(-c4cccc(C)c4)c3)cc(=O)oc2c1
    -8%, 4.1µM*, 3.7µM*
COc1ccccc1N1CCN(C(=O)c2nn(-c3ccccc3OC)c(=O)c3ccccc23)CC1
    -2%, -24%, u
OCCNc1ncnc2c1ncn2[C@H]1CN(Cc2ccncc2)C[C@@H](CO)O1
    x, -8%, 2%
C=CCNc1ncnc2c1ncn2[C@H]1CN(CCc2ccccc2)C[C@@H](CO)O1
    x, u, -29%
COc1ccc(CCN(C)C(=O)c2ccc(OCC(=O)N3CCOCC3)c(OC)c2)cc1OC
    0%, 13%, 1%
CN1C(=O)CC(N2CCC(c3nc4ccccc4s3)CC2)C1=O (centres undefined)
    -7%, 0%, -1%
CCn1c(SCc2nc3ccccc3s2)nnc1-c1cccs1
    -7%, -22%, u
COc1cc2cc(C(=O)N3CCN(Cc4ccc5c(c4)OCO5)CC3)[nH]c2cc1OC
    -6%, u, u
Cc1c(N=C2NN=C(c3c[nH]c4ccccc34)CS2)c(=O)n(-c2ccccc2)n1C
    -2%, -3%, 3%
Cn1c(=O)oc2cc(S(=O)(=O)N3CCOCC3)ccc21
    x, -2%, 14%
C=CCn1c(Sc2nnc(C)s2)nc2c1c(=O)[nH]c(=O)n2C
    1%, -2%, -5%
Cc1ccc(Cl)cc1N(C)C(=O)c1cnc(N2CCOCC2)c2ccccc12
    -3%, u, u
CN1CC(=O)NC1=NC(=O)C12CC3CC(CC(C3)C1)C2
    -1%, u, 18µM*
CCOC(=O)Cc1csc(NC(=O)NC2(C(F)(F)F)Oc3ccccc3O2)n1
    -4%, -17%, -27%
O=C(COC(=O)COc1cccc(F)c1)NCC1CCCCC1
    -4%, -6%, 1%
CC1(C)N([O-])C2=C(c3ccccc3C2=O)[N+](=O)C1(C)C
    -3%[0.501 µM], u, u
CN(Cc1cnccn1)C(=O)CC1C(=O)NCCN1CC(c1ccccc1)c1ccccc1 (centres undefined)
    -3%, -13%, -11%
Cc1ccc(C(=O)OCCc2sc[n+](Cc3ccccc3)c2C)cc1
    -8%, -3%, -3%
Cc1ccc(NC(=O)C/C(N)=N/OC(=O)Nc2cccc(Cl)c2)cc1
    0%, -17%, -1%
CCOC(=O)c1ccc(NC(=O)NCCOCCn2c(=O)oc3ccccc32)cc1
    -7%, u, u
Cc1onc(-c2ccccc2Cl)c1C(=O)OCC(=O)c1ccccc1
    -6%, u, u
C#CCNC(=O)C1=C[C@H](C2CCCCC2)C[C@H](OCCCCO)O1
    5%, u, -3%
COC(=O)c1ccc(Cl)c(NC(=O)CN2CCOCC2)c1
    -4%, -13%, -27%
O=C(CSc1nnc(CNC(=O)c2cccs2)o1)c1ccc(Cl)cc1
    -9%, 21µM*, u
Cc1ccc(S(=O)(=O)N2CCC(C(=O)NCc3ccccc3Cl)CC2)cc1
    -2%&-3%, u, u
COC(=O)c1sc2nc(C)nc(SCC(=O)N3CCC(C(=O)O)CC3)c2c1C
    -2%, -5%, -4%

Next part
The line under a structure holds: KAT2A inh, TDP1 cell CPT, TDP1 cell noCPT
Cn1c(SCC(=O)NCc2ccc3c(c2)OCO3)nnc1-c1cccs1
    -1%, 5%, -18%
COc1ccc(-c2nnc(C)c3nocc23)cc1
    -5%, u, u
O=C(N[C@H]1c2ccccc2C[C@H]1O)[C@H]1O[C@@H](n2ccc(=O)[nH]c2=O)[C@H](O)[C@@H]1O
    x, 4%, 8%
CCOC(=O)C1CCN(C(=O)COC(=O)c2oc3ccccc3c2C)CC1
    -1%, -2%, -26%
CC(C)(C)NC(=O)Cn1c(SCC(=O)NC2CCCC2)nc2ccccc21
    -2%, 3%, -3%
CC(C)(C)NC(=O)C1C(c2ccccc2)=Nc2ccccc2N1C(=O)c1ccc(C(F)(F)F)cc1 (centres undefined)
    x, u, 16µM*
COc1ccc(-c2nc(CCNC(=O)c3cc(OC)c(OC)c(OC)c3)cs2)cc1
    -3%, 13µM*, 13µM*
CC1=C(C(=O)OCc2ccccc2)N2C(=O)[C@@H](NC(=O)COc3ccccc3)[C@H]2SC1
    -7%, -13%&-26%, u
O=C(COC(=O)CC1CC2CCC1C2)NCc1ccc(F)cc1 (centres undefined)
    -2%, -29%, -15%
CCOC(=O)N1CCC(N2CCN(Cc3ccc(C)o3)C(CCO)C2)CC1 (centres undefined)
    -1%, u, u
COc1cc(C[C@H](C)[C@H](C)Cc2ccc3c(c2)OCO3)ccc1O
    0%, u, u
Cc1ccnc(NC(=O)CCCOc2ccccc2)c1
    -3%, 2%, -1%
CCCCCCN1C[C@@H](n2cc(COC(=O)c3ccccc3)nn2)[C@H](O)C[C@@H]1c1ccc(OC)cc1
    x, u, u
CCOc1ccc(NC(=O)CSc2nc3cccnc3n2CCOC)cc1
    u, -15%, -28%
COc1ccc(S(=O)(=O)n2oc(=O)cc2-c2ccccc2)cc1
    4%, -19%, -3%
Cn1c(/C(C#N)=N/O)nc2ccccc21
    -4%, 12%, 11%
O=C(CSc1nnnn1Cc1ccccc1)N1CCN(c2ccccc2)CC1
    -4%, 1%, -28%
CCOC(=O)CNC(=O)Cn1cnc2sc(C)c(S(=O)(=O)N3CCC(C)CC3)c2c1=O
    -1%, 0%, -11%
C=CCc1cc(C=O)cc(OCC)c1OCc1ccc(Cl)cc1
    -5%, u, u
O=C(NCc1ccccc1)C(c1ccccc1)n1c(C2CC2)nc2ccccc21 (centres undefined)
    x, u, u
O=C1OC2(CCCCC2)OC(=O)C1=CNc1nc2ccccc2s1
    -6%[0.501 µM], -18%, -17%
COc1ccc2c(c1)c1nnc(SCCN3CCOCC3)nc1n2C
    x, u, 16µM*
Cc1ccc(O)c(-c2cc3ccccc3[nH]2)c1
    -2%, -6%, -36%
CC(=O)c1ccc(OCc2cc(C(=O)N3CCCCCCC3)no2)cc1
    -2%, u, 4.1µM*
CC(=O)Nc1ccc(NS(=O)(=O)c2cc(C)sc2C)cc1
    -2%, -25%, -19%
CCCCc1c(O)c2ccccc2[nH]c1=O
    0%, -9%, -2%
Cc1cccc(-c2nc3ccccc3c3nncn23)c1
    -3%, -20%, -18%
Cc1ccc(NC(=O)c2noc3c2CCc2ccccc2-3)cc1
    -4%, -9%, -14%
CC(C)(CO)NC12CC3CC(CC(C3)C1)C2
    -6%, 1%, 5%
CNC(=O)c1cccc2nc3ccccc3nc12
    -5%, 7%, u

Laid out differently: 5 of the compounds above.
SMILES | KAT2A inh | TDP1 cell CPT | TDP1 cell noCPT
COC(=O)c1ccc(Cl)c(NC(=O)CN2CCOCC2)c1 | -4% | -13% | -27%
O=C(CSc1nnc(CNC(=O)c2cccs2)o1)c1ccc(Cl)cc1 | -9% | 21µM* | u
Cc1ccc(S(=O)(=O)N2CCC(C(=O)NCc3ccccc3Cl)CC2)cc1 | -2%&-3% | u | u
COC(=O)c1sc2nc(C)nc(SCC(=O)N3CCC(C(=O)O)CC3)c2c1C | -2% | -5% | -4%
Cn1c(SCC(=O)NCc2ccc3c(c2)OCO3)nnc1-c1cccs1 | -1% | 5% | -18%

Later entries.
The line under a structure holds: KAT2A inh, TDP1 cell CPT, TDP1 cell noCPT
CC(C)COc1ccc(C(=O)Nc2ccc(NC(=O)c3ccco3)cc2)cc1
    -4%, u, u
Cc1ccn2c(NC(=O)c3cccs3)c(-c3ccccc3)nc2c1
    30%[activator], -25%, u
C/C(=C\c1ccc(Br)cc1)C(=O)c1c(C)cc(C)[nH]c1=O
    -8%, u, u
Cc1ccccc1CN1Cc2cccc3c2[C@H](C=CC3)CC1=O
    x, 11µM*, 10µM*
Cc1cc(C)cc(NC(=O)Cn2ncn3c(cc4ccccc43)c2=O)c1
    -7%[0.501 µM], -2%, -2%
CC(=O)N1N=C(c2ccccc2)CC1c1ccc2c(c1)OCO2 (centres undefined)
    -3%, u, u
Cc1ccccc1OCC(=O)Nc1ccccc1-c1ccccc1
    -7%, -16%, 6.5µM*
COc1ccc(Nc2cc(C)nc3ncnn23)c(OC)c1
    -4%, -1%, 0%
Nc1cc(=O)nc(SCC(=O)Nc2cccc3ccccc23)n1CCc1ccccc1
    -4%, -4%, -3%
CCCOc1ccc2oc(=O)c3c(c2c1)CCCN3C(=O)CN(C)Cc1ccccc1
    -12%, u, 21µM*

High-throughput results deposited in PubChem BioAssay by National Center for Advancing Translational Sciences (NCATS).
